Screening data (PubChem BioAssay)
Dynein transport: dynein cargo transport inhibition; 3617.4 mouse cells, GR-EGFP nuclear translocation imaging; test concentration mostly 20 µM; stimulated with dexamethasone, 1 µM; hits give low values; 0.47% of 220,000 active; AID 1381; z-score, hits read low;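 active = plate z-score of nuclear minus cytoplasmic receptor signal below a set negative limit, without overly bright fluorescence or cell loss, cut at about -3.5 in these data, passing the limit was not always enough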;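 note: z-score of nuclear minus cytoplasmic ring GR-EGFP intensity difference per well; some compounds called inactive have numbers as strong as hits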
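Also added: dexamethasone, 1.0 µM final. Medium: tet-free, stripped-serum medium. Detection: fixed, Hoechst-stained cells imaged at 10x for EGFP. Read-out: nuclear-to-cytoplasmic GR-EGFP distribution per well. Times: induction 48 h, compound 1 h, agonist 30 min.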
MT stabilizer: stabilizes microtubules in HeLa cells; HeLa tubulin immunostaining HCS, 24 h; share of cells brighter than vehicle mean+2SD; % tubulin-high responders, % at 10 µM; 0.83% of 200,000 active; AID 2205;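 active = plate Z-score above 3 for both tubulin-high and condensed-nucleus cell shares, with cell loss under 80%, at 10 µM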;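 note: anti alpha tubulin signal scored within the nucleus-defined area of each cell; some results filed as inactive read as strong as hits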
b-catenin transl: beta-catenin nuclear translocation modulation | HeLa beta-catenin nuclear translocation, immunofluorescence imaging | 0.3% of 190,000 active | nuclear translocation activity, % at 5 µM;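 active = nuclear translocation activity above 50% at 5 µM, with a well cell count of 50 or more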;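 note: per-cell ratio of nuclear to cytoplasmic median beta-catenin stain intensity; plate controls were DMSO negative control for no effect and GSK-3 inhibitor IX positive control for full effect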
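Test system: human HeLa cells, native beta-catenin. Compound dosing: 5 µM primary single dose, 0.1% DMSO, 0.02–20 µM confirmation series. Incubation: compound exposure 24 h at 37°C. Detection: beta-catenin immunostaining with DAPI counterstain, 20x imaging, 6 fields/well. Read-out basis: Nuclear/cytoplasmic beta-catenin signal ratio, % activation.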
Insulin prom up: MIN6 insulin promoter up-regulation | MIN6 insulin promoter-GFP reporter, high-content imaging; hits give high values | z-score at 5 µM | 0.3% of 190,000 active | AID 1625;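 active = z-score above 3 at 5 µM with at least 500 cells counted in the well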
UTI89 phage lysis: inhibition of K1F phage lysis, E. coli UTI89, bacterial capsule biogenesis inhibitors, alamar blue (AID 488966); 0.02% of 340,000 active; inhibition, % at 100 µM; hits with a dose series show IC50 in µM; E. coli UTI89 K1F phage lysis, alamar blue, 2 h; higher % means a stronger effect;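 active = phage lysis inhibition, versus mean bacterial control, above a set limit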;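 note: capsule biogenesis inhibitors block K1F phage lysis so surviving cells raise fluorescence; higher fluorescence means more inhibition of phage lysis; actives were called in the ten point dose series up to 300 µM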
M17LAP inhibition: P. falciparum M17LAP inhibitors, primary screen, biochemical, fluorogenic H-Leu-NHMec substrate, 1536-well (AID 1619) | recombinant M17LAP, H-Leu-NHMec fluorogenic kinetic assay; higher % means a stronger effect | 0.38% of 220,000 active | one-dose inhibition, % at 30 µM; IC50 in µM for titrated hits;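 active = compound inhibiting the enzyme by more than half at any dose during confirmatory dose-response retesting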;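 note: plate controls were full reaction with DMSO carrier for no effect and no enzyme background for full effect; strong numbers were not always called active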
M1AAP inhibition: P. falciparum M1AAP inhibitors, biochemical, fluorogenic H-Leu-NHMec substrate, 1536-well (AID 1445) | 0.42% of 220,000 active | inhibition, % at 30 µM; hits with a dose series show IC50 in µM | recombinant M1AAP, H-Leu-NHMec fluorogenic kinetic assay; higher % means a stronger effect;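 active = primary inhibition above the hit cutoff, then over 50% inhibition at one or more dose response concentrations, cut at about 23% in these data, passing the limit was not always enough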;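 note: plate controls were DMSO full reaction for no effect and no enzyme background for full effect; strong numbers were not always called active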
ER stress rescue: rescue of cells from ER stress-induced death, primary screen, 384-well, CSM14.1, thapsigargin, ATP luminescence (AID 1222); CSM14.1 thapsigargin-induced death rescue, ATP luminescence; higher % means a stronger effect; cellular ATP content (survival), % at 20 µM; hits with a dose series show EC50 in µM; 190,000 tested, under 10 active;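 active = EC50 below 50 µM in the dose-response confirmation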;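 note: death triggered by thapsigargin at about 15 µM added after 2 h compound pretreatment; cell ATP read after overnight thapsigargin exposure of roughly 18 to 22 hours; normalized against plate controls of thapsigargin alone and 5% DMSO vehicle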
Autophagy HCS: autophagy modulation, high-content screen. calls only at 10 µM (by protocol). MEF GFP-LC3 puncta imaging; test concentration mostly 10 µM. 0.98% of 190,000 active. AID 463193;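 active = percentage of spot-positive cells more than 3 SD above its plate mean, without a fluorescence outlier flag or 80% toxicity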;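 note: spot-positive cell cutoff set from DMSO-treated cells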
Dynein transport cytoplasmic EGFP: recorded beside Dynein transport, whose call it bears; z-score; measured here: cytoplasmic GR-EGFP intensity; hits give high values
Dynein transport nuclear GR-EGFP: further read-out of Dynein transport, marked with its call; z-score; measured here: nuclear GR-EGFP intensity;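 lower value marks the stronger effect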
Dynein transport cell count: also measured in Dynein transport; calls as there; z-score; measured here: cell count per field
Insulin prom up cell count: second read-out of Insulin prom up, no call of its own (marks repeat the call); cell count; measured here: cytotoxicity, nuclei count;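 total cells summed across four imaged fields per well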
b-catenin transl cell count 5 µM: further read-out of b-catenin transl, marked with its call; cell count; measured here: cell count, cytotoxicity flag
MT stabilizer Hoechst-high %: also measured in MT stabilizer; calls as there; % Hoechst-high responders; measured here: nuclear condensation Hoechst responders;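 share of cells brighter than vehicle mean plus two SD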
MT stabilizer cytotoxicity %: further read-out of MT stabilizer, marked with its call; toxicity, %; measured here: cytotoxicity by cell density;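 0% = mean cell density of plate MIN control wells and 100% = no cells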
Autophagy HCS cell loss 18 h: second read-out of Autophagy HCS, no call of its own (marks repeat the call); toxicity, %; measured here: cell loss, nuclei count;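 cell loss after 18 h compound exposure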
* hit, by the source's call; i = inactive; nt = no result given; [ ] = dose if it differs, or a comment.

SMILES	Dynein transport	Dynein transport cytoplasmic EGFP	Dynein transport nuclear GR-EGFP	Dynein transport cell count	MT stabilizer	MT stabilizer Hoechst-high %	MT stabilizer cytotoxicity %	b-catenin transl	b-catenin transl cell count 5 µM	Insulin prom up	Insulin prom up cell count	UTI89 phage lysis	M17LAP inhibition	M1AAP inhibition	ER stress rescue	Autophagy HCS	Autophagy HCS cell loss 18 h
CCC(C)(C)NC(=O)C(c1cccs1)N(CC1CCCO1)C(=O)Cn1nnc2ccccc21 (stereo unspecified)	-0.44	-0.23	-0.23	0.97	2.4	2.7	6.2	-5.0	815	1.1	1000	-0.1%	12%	3%	-0.3%	i	-4
O=C(Cc1noc2ccccc12)Nc1ccc(Cl)cc1	-0.61	-0.32	-0.7	0.99	6.6	3.1	3.4	nt	nt	-0.41	1283	1.4%[50 µM]	0%	-4%	-1.5%	i	2
O=P(c1ccccc1)(c1ccccc1)C(c1ccco1)N1CCOCC1 (stereo unspecified)	-0.59	-0.3	-0.16	0.7	4.7	2.1	9.5	1.6	1431	-0.71	1261	1.3%	-8%	7%	-1.1%	i	17
COc1cccc(OCC(O)CN2CCC(CN3C(=O)c4cccc5cccc(c45)C3=O)CC2)c1 (stereo unspecified)	-0.75	-0.27	-0.24	0.34	4.8	3.7	0.7	nt	nt	-1.8	890	0.6%	-9%	3%	0.1%	i	12
CCN(C1CCCCC1)S(=O)(=O)c1ccc(OC)c(C)c1	-0.73	-0.26	-0.17	0.073	3.8	2.5	2.5	-0.3	1095	0.61	1362	0.0%	-21%	4%	-1.0%	i	-10
CCCN1CNC(=S)N(c2cccc(C)c2C)C1	-0.64	-0.14	-0.071	0.56	6.0	2.3	1.2	0.7	1329	-0.22	1389	0.9%	-2%	4%	-0.7%	i	0
O=C(N/N=C/c1cccnc1)c1ccccc1[N+](=O)[O-]	-0.95	-0.26	-0.58	1.3	2.0	3.0	6.5	-2.0	1086	0.15	1576	-0.1%	3%	0%	0.5%	i	-13
O=C1C2ON(c3ccccc3)C(c3ccccn3)C2C(=O)N1c1ccc(Br)cc1 (stereo unspecified)	1.3	-0.2	1.1	-0.73	2.5	2.9	1.9	-5.3	869	-0.09	1245	-0.3%	-1%	-1%	2.9%	i	0
COCCNC(C)C(=O)C12CC3CC(CC(C3)C1)C2 (stereo unspecified)	0.19	-0.16	0.51	0.092	4.4	2.0	7.0	-9.2	1239	-0.94	817	2.6%	-14%	6%	0.8%	i	12
Cn1c(=O)n(CCN2CCOCC2)c(=O)c2c1nc1n2CCN1c1ccc(Oc2ccccc2)cc1	nt	nt	nt	nt	nt	nt	nt	-8.6	925	-1	1482	0.2%	nt	nt	-0.2%	nt	nt
O=C(N/N=C/c1ccccn1)c1sc2ccccc2c1Cl	0.63	0.17	0.27	-0.024	nt	nt	nt	-0.5	1326	0.64	1510	0.7%	11%	-14%	nt	nt	nt
N#C/C(=C\c1cccc(Cl)c1)C(=O)c1ccccc1	-1.4	0.4	-0.6	0.21	nt	nt	nt	-0.6	997	0.71	1442	-0.2%[50 µM]	6%	11%	nt	nt	nt
CCOC(=O)c1c(N)c(C#N)c2n1CCCCC2	0.48	-0.24	0.13	0.51	3.0	1.9	5.6	nt	nt	nt	nt	2.6%	9%	-6%	-2.8%	i	2
CCOC(=O)C1(Cc2cccc(OC)c2)CCCN(C(=O)c2ccccc2C)C1 (stereo unspecified)	-0.0092	-0.24	0.38	0.43	nt	nt	nt	-0.4	1337	0.72	1096	1.0%[50 µM]	10%	4%	nt	nt	nt
NC(=O)COC(=O)CC12CC3CC(CC(C3)C1)C2	-0.22	0.25	0.19	-0.11	8.1	2.4	6.6	1.5	1073	-0.41	1317	-1.3%	-5%	-4%	0.7%	i	30
Nc1ccc(S(=O)(=O)Nc2ccnn2-c2ccccc2)cc1	-0.79	-0.85	-0.14	0.47	nt	nt	nt	-0.1	1225	0.23	1038	0.3%	-12%	-2%	nt	nt	nt
CC1(C(=O)O)Sc2[nH]c(=O)sc2C2c3ccccc3OC(=O)C21 (stereo unspecified)	0.15	-0.23	0.51	0.93	3.7	2.7	7.4	-0.3	1213	1.5	1025	2.9%	-5%	8%	-1.0%	i	-7
CC(C)c1nc(SCC(=O)N2CCN(c3ccccc3)CC2)c2c(=O)n(C)c(=O)n(C)c2n1	-0.81	-0.22	-0.33	1	2.9	2.7	2.6	1.4	1003	0.45	1525	0.7%	2%	3%	-4.0%	i	-2
O=C(NNc1ccccc1)C(=O)N1CCCCC1	-0.52	-0.23	-0.18	0.056	3.1	2.8	6.7	-1.5	1120	0.18	1549	5.4%	34%	3%	-3.4%	i	1
COc1ccc(OC)c(N2C(=O)C(Cl)=C(N3CCCCC3)C2=O)c1	-0.097	-0.33	0.022	0.092	7.1	5.1	8.6	-4.3	903	-0.16	1125	-0.1%	-2%	9%	0.9%	i	10
C=CCCC(=O)Nc1ccc(Br)cn1	0.53	-0.31	-0.1	0.55	22	17	53	8.5	1066	0.75	1428	0.6%	-5%	-1%	-0.3%	i	12
Cc1cc(NC(=O)Cn2cnc3c(nnn3-c3cccc(F)c3)c2=O)no1	-0.74	-0.22	-0.28	0.7	2.8	1.6	9.8	-1.3	1076	-0.13	1237	0.0%	-4%	-4%	-1.0%	i	5
CC1Cc2ccccc2N1C(=O)COC(=O)Cn1nnc(-c2ccccc2)n1 (stereo unspecified)	-0.87	1.1	-0.031	0.25	2.4	3.0	11	nt	nt	0.74	1124	-0.1%	11%	-6%	nt	i	9
CC(C)(C)c1ccc(NC(=O)NC2CCCc3ccccc32)cc1 (stereo unspecified)	0.66	-0.18	0.38	-0.54	nt	nt	nt	0.4	1075	0.22	1292	-0.6%	-5%	2%	nt	nt	nt
O=C1C(Cc2cccc([N+](=O)[O-])c2)SC(=Nc2ccccc2)N1c1ccccc1 (stereo unspecified)	-1.1	-0.22	-0.32	0.71	5.1	2.9	5.5	0.1	1134	-0.68	1521	1.5%	-1%	2%	-2.2%	i	-6
C=CCN1C(=O)C(Cc2cccc(C)c2)SC1=Nc1ccc(C(=O)O)cc1 (stereo unspecified)	-0.35	-0.24	-0.58	0.025	1.2	1.8	10	3.2	1085	-0.23	1847	6.0%	8%	0%	-1.4%	i	-1
CCC(C)NS(=O)(=O)c1ccc(N)cc1 (stereo unspecified)	2.1	-0.28	2.1	-2.5	4.8	3.2	28	-9.4	1131	-0.14	1588	1.5%	-1%	1%	1.4%	i	13
CCc1cccc(CC)c1N(COC)C(=O)Cn1cnc2ccccc21	-0.29	-0.24	-0.18	0.9	nt	nt	nt	3.0	1244	0.37	1048	nt	-14%	4%	nt	nt	nt
COc1ccc(Cc2nnc(SCC(=O)NC3CCCC3)o2)cc1	-1	-0.23	-1	2.4	4.0	1.8	2.9	nt	nt	nt	nt	-0.2%	8%	11%	-2.1%	i	-1
O=C1c2ccccc2C(=O)N1C/C=C/c1ccccc1	2.1	0.062	1.3	-1.3	2.9	1.8	10	-1.6	1088	0.15	1203	-1.7%	-4%	1%	nt	i	-2
COc1ccc(C(=O)Nc2nc3cc4c(cc3s2)OCO4)c(OC)c1	0.68	0.024	1.1	-0.28	nt	nt	nt	0.3	1215	-0.58	1036	-0.2%[50 µM]	4%	-1%	nt	nt	nt
CC1(C(=O)OCC(=O)Nc2ccccc2)CC1(Cl)Cl (stereo unspecified)	2.4	-0.31	1.3	-1.6	4.1	1.7	7.1	-1.3	1101	-0.21	1302	0.2%	1%	2%	0.2%	i	-1
O=C(COc1ccccc1Cl)c1ccc2c(c1)CCCC2	-0.77	-0.088	-0.4	0.18	1.4	1.6	7.1	0.8	1356	0.1	1566	0.7%	-2%	-1%	-0.6%	i	5
COCCn1nnnc1C(c1cccc(C(F)(F)F)c1)N1CCOCC1 (stereo unspecified)	-0.048	-0.25	-0.012	1.1	3.2	2.9	7.3	-0.2	1153	0.41	1143	0.7%	-6%	-11%	0.3%	i	-11
CCCCNC(=O)c1onc(CSc2ccc(F)cc2)c1C(=O)O	-0.1	-0.13	-0.7	0.2	3.6	2.4	3.5	-0.9	1327	-0.36	1547	-3.8%	27%	5%	0.9%	i	2
CCN(CC)CCNC(=O)c1cn(CC)c2cc(N3CCN(C(=O)c4ccco4)CC3)c(F)cc2c1=O	-1.1	-0.26	0.15	0.84	nt	nt	nt	0.9	1325	-0.05	1059	1.9%	7%	6%	nt	nt	nt

Among those listed so far, these have a cyano group.
SMILES	Dynein transport	Dynein transport cytoplasmic EGFP	Dynein transport nuclear GR-EGFP	Dynein transport cell count	MT stabilizer	MT stabilizer Hoechst-high %	MT stabilizer cytotoxicity %	b-catenin transl	b-catenin transl cell count 5 µM	Insulin prom up	Insulin prom up cell count	UTI89 phage lysis	M17LAP inhibition	M1AAP inhibition	ER stress rescue	Autophagy HCS	Autophagy HCS cell loss 18 h
N#C/C(=C\c1cccc(Cl)c1)C(=O)c1ccccc1	-1.4	0.4	-0.6	0.21	nt	nt	nt	-0.6	997	0.71	1442	-0.2%[50 µM]	6%	11%	nt	nt	nt
CCOC(=O)c1c(N)c(C#N)c2n1CCCCC2	0.48	-0.24	0.13	0.51	3.0	1.9	5.6	nt	nt	nt	nt	2.6%	9%	-6%	-2.8%	i	2
